Bioassay records deposited in PubChem BioAssay by several laboratories.
KLK7 zymogen act: proKLK7 zymogen activators, primary screen, biochemical, fluorescence intensity | Kallikrein-7 (Homo sapiens), P49862 | activation, % at 7 µM | 370,000 compounds, 0.9% hits | purified proKLK7, EDANS-DABCYL substrate fluorescence; 100% is mature enzyme control, 0% vehicle;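 active = activation above the mean of all tested compounds plus 3 SD, computed per campaign excluding outliers beyond control limits, cut at about 13% in these data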
HGIII-sPLA2 inh: human group III sPLA2 inhibitors, primary screen, biochemical, QFRET, BODIPY PC-A2 liposome substrate. AID 743126, 2013. Group 3 secretory phospholipase A2 (Homo sapiens), Q9NZ20. 370,000 compounds, 0.56% hits. QFRET BODIPY PC-A2 liposome hydrolysis, fluorescence. inhibition, % at 12.2 µM;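 active = inhibition above mean plus 3 SD of compounds lying within the high and low control bounds, cut at about 19% in these data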;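 also: 0% = median of test compound wells and 100% = no enzyme DMSO wells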
Target sequence (Q9NZ20 whole entry, looked up): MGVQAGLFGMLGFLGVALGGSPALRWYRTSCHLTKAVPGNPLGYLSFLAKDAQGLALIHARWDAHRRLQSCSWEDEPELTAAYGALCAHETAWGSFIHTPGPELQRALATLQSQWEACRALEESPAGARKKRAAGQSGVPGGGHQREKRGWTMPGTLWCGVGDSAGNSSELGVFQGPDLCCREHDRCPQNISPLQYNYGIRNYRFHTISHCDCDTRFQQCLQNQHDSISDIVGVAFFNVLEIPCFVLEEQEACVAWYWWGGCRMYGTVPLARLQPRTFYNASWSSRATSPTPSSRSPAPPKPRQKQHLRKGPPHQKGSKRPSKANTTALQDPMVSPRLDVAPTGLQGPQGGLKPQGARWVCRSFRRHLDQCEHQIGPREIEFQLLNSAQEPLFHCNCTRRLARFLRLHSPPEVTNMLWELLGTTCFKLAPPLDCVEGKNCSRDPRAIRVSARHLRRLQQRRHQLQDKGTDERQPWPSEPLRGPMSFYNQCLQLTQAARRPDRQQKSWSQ
NPR1 activator: GC-A stimulated cGMP production enhancers – HEK293 GC-A cells, cGMP TR-FRET, EC30 ANP, primary screen | 0% at EC30 ANP, 100% saturating ANP | activation, % at 10 µM | 370,000 compounds, 0.14% hits; in the data active = activation above about 40%
rCAG RNA binder: binders of r(CAG) RNA repeats, primary screen, biochemical, fluorescence; inhibition, % at 3 µM; 370,000 compounds, 1.3% hits; AID 651821, 2012; r(CAG) RNA repeat, TO-PRO-1 dye displacement fluorescence;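 active = inhibition above the plate cutoff, the mean of all test compounds on that plate plus 3 SD, cut at about 35% in these data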;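 also: 0% = DMSO alone and 100% = 100 µM mitoxantrone as full dye displacement; higher means more dye released from RNA so lower well fluorescence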
ADAM10 inh: human ADAM10 inhibitors, primary screen, biochemical, QFRET, HTS; recombinant ADAM10, EDANS/DABCYL FRET peptide cleavage, 3 h; Disintegrin and metalloproteinase domain-containing protein 10 (Homo sapiens), O14672; inhibition, % at 7 µM; 370,000 compounds, 0.62% hits;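 active = inhibition above a per-campaign cutoff equal to the mean of compounds falling between control-based bounds plus 3 SD, cut at about 20% in these data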;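 also: 0% = DMSO wells while the 100% control is not disclosed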
ARFGAP1 inh: inhibitors of rat ARFGAP1 GAP activity, primary screen, biochemical, fluorescence polarization, GDP tracer | inhibition, % at 16.5 µM | ADP-ribosylation factor GTPase-activating protein 1 (Rattus norvegicus), Q62848 | 360,000 compounds, 0.26% hits | Arfgap1-stimulated ARF1 GTP hydrolysis, GDP FP detection;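 active = inhibition above a per-plate limit, mean inhibition of low control wells plus 3 SD, cut at about 25% in these data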;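 also: 0% = DMSO wells with enzyme and 100% = wells lacking Arfgap1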
Target sequence (Q62848 1-136 limits assumed): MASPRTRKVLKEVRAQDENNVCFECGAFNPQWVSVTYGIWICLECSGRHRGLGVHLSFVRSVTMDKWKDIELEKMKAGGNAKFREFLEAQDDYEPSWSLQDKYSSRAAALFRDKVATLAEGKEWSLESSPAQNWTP
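material = rat Arfgap1 catalytic domain, aa 1-136 | also added = human ARF1(Δ1-17)-GTP substrate | compound dosing = one concentration, 16.5 µM, DMSO 1.26% | times = GTP hydrolysis reaction 2 h at 25 °C | measured by = FP, GDP Alexa 633 tracer displaced from anti-GDP antibody, 620/688 nm | evaluation = percent inhibition of Arfgap1-stimulated GTP hydrolysis | replication = single well per compound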
DDE Tn6 FP inh: inhibitors of Tn6 peptide binding to fibrin DD(E), primary screen, biochemical, fluorescence polarization, human fibrin, Tn6 probe; AID 720509, 2013; Fibrinogen beta chain (Homo sapiens), P02675; inhibition, % at 8.3 µM; 370,000 compounds, 0.21% hits; Fibrin DD(E) TRITC-Tn6 fluorescence polarization displacement;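 active = inhibition above a per-campaign cutoff: mean of compounds within control limits plus 3 SD, cut at about 15% in these data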;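 also: 0% = median of all compound wells on the plate and 100% = blocking peptide control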
GAA850 FXN act: FXN promoter activators, primary screen, cell-based, luciferase luminescence, HEK293 lucGAA850 | HEK293 lucGAA850 FXN promoter luciferase reporter, 24 h; percent of 10 µM SAHA response | activation, % at 6 µM | 360,000 compounds, 0.56% hits | AID 540364, 2011;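 active = activation above the average of all compounds screened plus 3 SD, cutoff fixed separately per campaign, cut at about 7.5% in these data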;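 also: 0% = DMSO wells and 100% = 10 µM SAHA wells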
NPR2 activator: human GC-B receptor activators, primary screen, HEK293 GC-B cells, cGMP TR-FRET, EC30 CNP; 0% at EC30 CNP, 100% saturating CNP; AID 1920062, 2024; Atrial natriuretic peptide receptor 2 (Homo sapiens), P20594; 370,000 compounds, 0.11% hits; activation, % at 10 µM;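 active = activation at 10 µM reaching about 35% in either raw or pattern-adjusted values, limit read from the data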
ASAP1 inh: inhibitors of human ASAP1 ArfGAP activity, primary screen, biochemical, fluorescence polarization. ASAP1-stimulated ARF1 GTP hydrolysis, GDP FP detection. 360,000 compounds, 0.19% hits. inhibition, % at 16.5 µM. Arf-GAP with SH3 domain, ANK repeat and PH domain-containing protein 1 (Homo sapiens), …; in the data active = inhibition above about 25%;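 also: 0% = vehicle with enzyme and substrate and 100% = no enzyme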
Target sequence (Q9ULH1 325-724 limits assumed): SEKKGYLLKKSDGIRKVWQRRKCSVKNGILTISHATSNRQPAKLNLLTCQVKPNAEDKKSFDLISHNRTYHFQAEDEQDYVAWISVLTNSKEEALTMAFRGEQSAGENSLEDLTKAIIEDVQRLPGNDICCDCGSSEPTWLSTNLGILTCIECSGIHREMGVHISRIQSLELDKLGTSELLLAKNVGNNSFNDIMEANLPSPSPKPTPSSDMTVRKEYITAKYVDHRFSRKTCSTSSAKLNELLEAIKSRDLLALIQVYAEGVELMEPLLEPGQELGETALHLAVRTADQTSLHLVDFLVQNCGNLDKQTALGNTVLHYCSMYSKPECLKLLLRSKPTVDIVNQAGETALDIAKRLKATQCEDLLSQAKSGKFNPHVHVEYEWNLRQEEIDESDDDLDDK
Starred values were filed as active, the others as inactive; / = not tested or not shown.

Start of the data: the first 2 records, ahead of the listing:
The line under a structure holds: KLK7 zymogen act, HGIII-sPLA2 inh, NPR1 activator, rCAG RNA binder, ADAM10 inh, ARFGAP1 inh, DDE Tn6 FP inh, GAA850 FXN act, NPR2 activator, ASAP1 inh
- Cc1ccc(-c2n[nH]c(=O)c3ccccc23)cc1S(=O)(=O)NCCN1CCOCC1
    -0.1, 4.7, -12.7, -4.1, 1.3, 1.0, -1.1, 0.8, -10.2, 1.0
- N#Cc1ccccc1NC(=O)COc1ccccc1C(=O)Nc1ccccc1
    -0.1, -41.9, -0.4, 5.9, -2.9, 1.7, -4.5, 1.2, -1.6, 3.2

Results, from the first entry:
The line under a structure holds: KLK7 zymogen act, HGIII-sPLA2 inh, NPR1 activator, rCAG RNA binder, ADAM10 inh, ARFGAP1 inh, DDE Tn6 FP inh, GAA850 FXN act, NPR2 activator, ASAP1 inh
- Cc1ccc(-c2n[nH]c(=O)c3ccccc23)cc1S(=O)(=O)NCCN1CCOCC1
    -0.1, 4.7, -12.7, -4.1, 1.3, 1.0, -1.1, 0.8, -10.2, 1.0
- N#Cc1ccccc1NC(=O)COc1ccccc1C(=O)Nc1ccccc1
    -0.1, -41.9, -0.4, 5.9, -2.9, 1.7, -4.5, 1.2, -1.6, 3.2
- COc1ccc(S(=O)(=O)CCC(=O)Nc2cc(C)ccc2OC)cc1
    -0.5, 5.2, -1.7, 1.5, 2.2, -2.2, 4.6, 4.0, 0.2, -9.5
- COc1ccc(N(CC(=O)Nc2ccc(C(N)=O)cc2)S(=O)(=O)c2ccc(C)c([N+](=O)[O-])c2)cc1
    0.1, 1.8, -6.2, 7.9, 14.5, 12.7, -9.6, 0.1, -3.6, -5.9
- COc1ccccc1N1CCN(c2ccnc3cc(Cl)ccc23)CC1
    0.4, 2.8, -11.2, 1.4, 14.4, 11.8, -9.0, -5.4, -4.1, 14.3
- Brc1ccc(C2=Nc3cccc4cccc(c34)N2)o1
    0.3, 18.4, 6.9, 18.6, -13.1, 3.6, -11.2, 1.2, 2.2, -2.0
- CCN(CC)C(=O)N1CCc2ccccc2C1CN1C(=O)c2ccccc2C1=O (stereo not drawn)
    0.1, -6.2, -6.5, 2.3, -0.7, 6.7, -2.0, -2.6, -8.9, 10.5
- O=C(CCN1C(=O)c2ccccc2C1=O)OCN1C(=O)c2ccccc2C1=O
    0.5, -3.8, -2.8, -1.7, 0.2, 5.2, 1.9, 2.0, 2.7, -16.5
- Cc1csc(=O)n1CC(=O)OCC(=O)Nc1cc(Cl)ccc1[N+](=O)[O-]
    0.3, -2.3, -2.9, -3.5, -6.3, -10.0, 0.6, 2.4, -8.8, 2.9
- CCOC(=O)c1sc2nc(C)nc(SC(C)C(=O)N(C)c3ccccc3)c2c1C (stereo not drawn)
    -0.4, -10.3, -4.9, 0.9, 0.2, 9.6, 6.7, -1.4, -2.8, 1.0
- CCCCc1ccc(NC(=S)Nc2ccc(Cl)c(S(=O)(=O)N(C)C)c2)cc1
    -0.3, 5.4, 4.3, 10.2, 1.5, 7.1, 2.5, 0.3, 4.1, -7.1
- COc1ccc(C(=O)N2CCC[C@@H]2C(=O)N2CCC[C@@H]2C(=O)NCc2ccccc2)cc1F
    -0.2, 14.1, 1.4, -0.9, -6.8, -9.7, 0.4, /, -2.1, -12.9
- CNC(=S)N(Cc1ccco1)Cc1cc2cc(OC)c(OC)cc2[nH]c1=O
    0.5, 4.8, 2.6, -3.3, -135.3, 9.3, 0.8, 1.1, -2.6, 3.3
- C=CCNc1nc(Nc2ccc(OC)cc2OC)nc(OCC)n1
    0.2, -3.5, -3.6, -4.0, -0.2, 13.2, 7.6, 1.9, -1.9, 21.0
- Nc1c(-c2ccc(Cl)cc2)cnc2ncnn12
    0.2, 1.9, 0.4, 2.6, 0.9, 10.1, -5.8, 1.4, 0.0, 2.9
- COC(=O)[C@H](CCSC)NC(=O)Cn1cc(C)c(=O)[nH]c1=O
    -0.4, 14.2, 1.3, -0.1, -15.2, -4.0, 0.3, -1.3, -0.3, -9.0
- O=C(NC(=S)Nc1ccc(S(=O)(=O)N2CCCC2)cc1)c1cccs1
    0.2, 5.6, 8.9, 4.6, 2.9, 5.0, 5.6, -1.8, 3.9, -3.3
- CCc1ccc(NC(=O)NC(C)c2ccc3c(c2)OCO3)cc1 (stereo not drawn)
    0.0, -10.6, 2.0, -1.9, 11.2, 13.0, 5.1, -1.2, -2.5, 1.8
- CCCOc1c(Br)cc(C(=O)OCC(=O)NC2CC2)cc1OC
    -0.2, 5.5, -1.1, -3.5, -12.9, -1.1, 0.8, -0.1, 1.0, 12.0
- O=C(COC(=O)CCC(=O)c1cccs1)NC1CCCCC1
    -0.6, 7.1, 3.1, -0.2, -15.9, -5.7, 2.1, 0.6, -4.8, 7.6
- CC(=O)c1cccc(NC(=O)c2ccc(NS(C)(=O)=O)cc2)c1
    0.7, -3.2, 1.8, -1.1, 3.5, 7.7, -6.1, -0.7, -7.2, -4.1
- CC(C)CN(CCNC(=O)CN1C(=O)COc2ccc(S(=O)(=O)N3CCOCC3)cc21)CC(C)C
    -0.3, -1.2, 1.8, -5.0, -9.4, -12.8, -1.1, -0.8, -0.5, 2.9
- Cc1ccc(S(=O)(=O)NCCC(=O)NC2CCCCCC2)cc1
    0.4, 0.0, 2.7, -1.2, -4.4, -4.0, -4.4, 0.2, 3.1, -3.6
- Cc1ccc(NS(=O)(=O)c2ccc3c(c2)NC(=O)CCS3)c(Cl)c1
    -0.1, -12.2, -0.2, 7.4, 7.6, -1.8, -1.6, -0.9, 1.4, -1.3
- COCCN(Cc1cc2cc(C)c(C)cc2nc1Cl)C(=O)N1CCOCC1
    0.1, 2.9, 1.6, -2.4, 0.6, 3.6, 2.8, 3.3, 0.7, -2.7
- Cc1cccc(NC(=O)c2csnn2)n1
    -0.1, 2.8, 0.8, -2.7, -5.3, 4.9, 4.5, 5.0, 8.9, 0.6
- CCOC(=O)c1sc(NC(=O)CSc2n[nH]c(-c3ccccc3)n2)c(C#N)c1C
    1.2, -49.7, 6.1, 60.2*, -22.2, -1.9, 5.2, -5.3, 4.0, -2.5
- O=C(Nc1nccs1)c1cnc2sccn2c1=O
    1.4, -6.1, 2.5, 2.4, -21.9, 1.9, 6.0, 4.3, 1.7, -4.6
- CCCCOC(=O)Nc1nnc(C(C)C)s1
    -0.3, 1.1, 5.9, -5.5, -2.5, -7.5, 8.3, 3.2, 1.9, -16.9
- CCOC(=O)N1CCC(NC(=O)c2cc(COc3ccccc3SC)on2)CC1
    -0.3, -6.8, 9.4, -5.1, 3.0, 3.2, 2.7, 0.1, 2.6, 17.1
- O=C(NS(=O)(=O)N1CCOCC1)C1=C(N2CCCC2)COC1=O
    -0.1, 5.2, 0.7, 3.4, -4.6, -1.9, 11.5, -0.1, 5.7, 2.5
- Cc1cccc(C(=O)N[C@H](C(=O)Nc2ccc3c(c2)OCO3)C(C)C)c1
    0.5, -1.8, -3.4, 2.0, -8.0, -0.3, 1.8, -3.0, -3.0, -11.9
- CS(=O)(=O)N(CC(=O)NCc1ccccc1Cl)Cc1ccccc1
    0.2, -3.8, -0.6, -4.0, 4.9, -7.0, 10.5, -1.8, -1.0, 2.3
- COc1cc(NC(=O)C2CC(c3ccc(Cl)cc3)=NO2)cc(OC)c1OC (stereo not drawn)
    0.2, -3.5, -4.1, -5.9, 3.6, -2.0, 6.5, 1.5, -6.5, 2.8
- O=C(NCCN1CCN(c2cccc(Cl)c2)CC1)c1cccn2c(=O)c3ccccc3nc12
    0.9, -7.1, -1.7, 0.4, -29.5, -1.5, -7.6, 1.2, -1.5, -12.7
- O=C(Nc1ccon1)c1cccc(C(F)(F)F)c1
    0.3, 1.8, 2.9, -1.1, -2.9, -4.7, 6.0, -1.1, 2.5, 10.5
- Cc1ncsc1C(=O)N1CCCC(CNS(=O)(=O)c2cccs2)C1 (stereo not drawn)
    -0.1, 5.7, 1.0, -3.6, -7.9, 7.0, 2.7, -0.3, 0.2, -5.8
- COc1ccc(CCNC(=O)C23CCC(C)(C(=O)O2)C3(C)C)cc1OC (stereo not drawn)
    0.6, -2.1, 0.3, -0.1, 2.2, -2.0, -3.5, 1.3, 7.4, 2.3
- CC(=O)NC(CC(=O)N(C)C1CCCCC1)c1ccccc1 (stereo not drawn)
    -0.2, -0.3, 1.7, -2.1, -8.6, -10.5, 5.8, 3.8, 2.5, -7.8
- CN(C)S(=O)(=O)c1ccc2c(c1)nc(CCC(=O)Nc1ccc(N3CCOCC3)cc1)n2C
    -0.3, 2.9, 3.2, -5.3, 5.0, 10.2, 1.2, -0.3, 7.2, 9.1
- N#CC(c1cccc(Cl)c1)c1ncc(C(F)(F)F)cc1Cl (stereo not drawn)
    -0.2, 7.2, -7.2, -3.5, 1.3, 7.4, 1.8, 3.6, 0.4, -6.1
- Cc1cc(N(C)C)cc(C)[n+]1[O-]
    -0.9, 11.1, -0.6, 5.3, -14.7, 15.5, -7.4, 0.8, 0.9, -2.4
- COc1ccc(NC(=O)/C(N=Nc2cc(S(=O)(=O)Nc3ccc(OC)cc3)ccc2OC)=C(\C)O)cc1
    -0.2, 5.4, -1.6, 8.0, -1.5, -10.8, 2.8, 1.2, -8.0, 5.2
- COc1cccc2c1OCC(C(=O)Nc1nccs1)=C2
    2.1, 0.5, -2.3, 5.3, -4.1, 5.8, -3.4, 3.3, 0.3, -1.3
- Cc1cc(C)cc(C(=O)OCC(=O)NC(=O)NC2CCCC2)c1
    1.1, -13.8, -1.9, -2.0, -2.6, 8.4, 0.0, -0.8, 3.6, -6.3
- Cc1ccc(NS(=O)(=O)c2c(C(=O)N3CCCCCC3)c(C)n(C)c2C)cc1C
    0.1, -5.0, 1.0, -8.0, -1.5, 6.4, -8.1, -1.2, -0.8, 1.9
- C=CCN(Cc1nc(-c2ccc(OC)cc2)no1)C(=O)c1ccc2c(c1)OCO2
    -0.2, -0.7, 0.2, -4.8, 4.8, 6.3, -0.5, 0.1, 0.2, -2.5
- CCC1=NN2C(=N)/C(=C/c3cc(C)n(Cc4ccccc4)c3C)C(=O)N=C2S1
    1.1, -13.2, 3.5, 16.5, -4.7, -4.1, -7.5, 3.0, 5.0, -3.5
